Bioassay records as filed in PubChem BioAssay.
S2 tox – Viability Counterscreen for Primary qHTS for Inhibitors of ATXN expression | S2 cells (HEK-293 line with an ATXN2-luciferase reporter) viability, CellTiter-Fluor protease fluorescence, 24 h | Potency, µM (top dose mostly 56.7 µM), usual class: cytotoxic | 400,000 compounds, 0.49% hits | AID 651635, 2014; also: potency is read from the fitted curve at half-maximal effect; nearly all actives have a fitted effect of over 40% in size
Nrf2 ARE act – qHTS of Nrf2 Activators; AID 624171, 2012; 410,000 compounds, 0.31% hits; Potency, µM (titrated, usually from 46.1 µM), for the others: at the highest dose activation, hits mostly activators; AREc32 ARE-luciferase reporter (MCF7-derived line), luminescence, 24 h; also: potency is read from the fitted curve at half-maximal effect; % of control where 0% means no effect; nearly all actives have a fitted effect of over 65% in size
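AREc32 cells carrying an ARE-driven firefly luciferase, 1000 cells/well in OPTI-MEM with 5% FBS, dosed after overnight attachment and incubated 24 hr at 37 deg C. Steady-Glo luminescence read after 30 min at RT.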
Nrf2 inh – Nrf2 qHTS screen for inhibitors; 360,000 compounds, 2.1% hits; Potency, µM (top dose mostly 46 µM), without a hit: top-dose activity change, negative = inhibition, actives largely listed as inhibitors; A549 ARE-Fluc reporter, luciferase luminescence, 18-24 h; AID 504444, 2011; also: potency is read from the fitted curve at half-maximal effect; % is scaled to controls: 0 for no effect and ±100 for the full control effect; nearly all actives have a fitted effect of over 60% in size
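Quantitative HTS in A549 cells stably bearing an antioxidant response element-firefly luciferase construct. Inhibition of Nrf2-driven transcription was scored by luminescence after 18-24 h of compound exposure at 37 °C.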
MCF10A rereplic – A quantitative high throughput screen for small molecules that induce DNA re-replication in MCF 10a normal breast cells. MCF 10A DNA re-replication, Hoechst nuclear intensity, 48 h. Potency, µM (top dose mostly 46.1 µM), for inactives: at the top dose activity, positive = re-replication, usual class: activators. 350,000 compounds, 2.9% hits. AID 624296, 2012; also: potency is read from the fitted curve at half-maximal effect; % of control where 0% means no effect; nearly all actives have a fitted effect of over 50% in size
ATXN2 expr inh – Primary qHTS for Inhibitors of ATXN expression. HEK-293 ATXN2-luciferase reporter, luminescence, 24 h. 360,000 compounds, 0.72% hits. Potency, µM (series often up to 57 µM), for the others: at the top dose activity change, negative = inhibition, usual class: inhibitors; also: potency is read from the fitted curve at half-maximal effect; % is scaled to controls: 0 for no effect and ±100 for the full control effect; nearly all actives have a fitted effect of over 55% in size
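ATXN2-luciferase reporter cells (luciferase flanked by upstream and downstream ATXN2 gene portions) were treated 24 h at 37 °C with compounds at up to 57 uM. SteadyGlo luminescence gave expression; GF-AFC fluorescence gave viability.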
A549 tox – Nrf2 qHTS screen for inhibitors: counterscreen for cytotoxicity; 390,000 compounds, 0.16% hits; Potency, µM (series often up to 46 µM), for the others: at the highest dose activity change, negative = cytotoxicity, hits mostly inhibitors; A549 ARE-Fluc cells, CellTiter-Fluor viability, 18-24 h; also: potency is read from the fitted curve at half-maximal effect; % is scaled to controls: 0 for no effect and ±100 for the full control effect
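A549 ARE-Fluc cells in 5% FBS OPTI-MEM, 5000 cells/well, rested 2 h then exposed to compounds in concentration-response for 18-24 h at 37 °C. Viability by CellTiter-Fluor fluorescence (Ex 405/Em 525) after 30 min; luciferase luminescence (BugLite, 15 min, RT) read afterwards.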
TGFb inhibitor – qHTS for Inhibitors of TGF-b. HepG2 CAGA-GFP TGF-b/SMAD3 reporter, GFP fluorescence, 18 h; TGF-beta stimulated, 500 pg/mL final. Potency, µM (top dose mostly 46.1 µM), for the others: at the highest dose activity, negative = inhibition, usual class: inhibitors. 410,000 compounds, 1.2% hits. AID 588855, 2011; also: potency is read from the fitted curve at half-maximal effect; % is scaled to controls: 0 for no effect and ±100 for the full control effect; nearly all actives have a fitted effect of over 65% in size
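First, reporter cells (HEPG2 CAGA-GFP) rested 2 h at 37 degrees C. Next, compounds were pinned in and TGF-beta added to 500 pg/mL final. After 18 h, GFP was imaged per cell and summed per well.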
HepG2 viability – qHTS for Inhibitors of TGF-b: Cytotox Counterscreen; HepG2 CAGA-GFP viability, ATP luminescence, 18 h; Potency, µM (doses to about 46.1 µM), without a hit: at the highest dose activity change, negative = cytotoxicity, most hits filed as cytotoxic; 410,000 compounds, 0.76% hits; also: potency is read from the fitted curve at half-maximal effect; some results filed as inactive show a strong effect at the top dose
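HepG2 CAGA-GFP cells (1000/well, DMEM with 1% FBS) received compound, then TGF-beta at 500 pg/mL final, and were incubated 18 hours at 37 degrees C. Viability was read by CellTiter-Glo luminescence. Media-only wells were set as complete cell-killing and DMSO as no toxicity.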
IL-1B inflam inh – qHTS for Inhibitors of Inflammasome Signaling: IL-1-beta AlphaLISA Primary Screen; THP-1 LPS/ATP IL-1B secretion, AlphaLISA, 16 h; stronger effect = lower value; activity change, % at 57.5 µM; 360,000 compounds, 4.7% hits; AID 743279, 2014; in the data active = activity change below about -50%; inconclusive = mostly about -30% to -49%; also: % is scaled to controls: 0 for no effect and ±100 for the full control effect
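Secreted IL-1B measured by AlphaLISA bead assay after 16 h compound exposure of THP-1 cells; compounds (final up to 57.5 uM) added 1 h before LPS (250 ng/mL) and ATP (1.25 mM) stimulation; lower signal means less secretion.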
An asterisk follows results filed as active; i = inactive; ? = inconclusive; / = no result given; [ ] = dose if it differs, or a comment. Unless noted, calls follow the shape of the dose curve; as a rule, active = well fitted curve in the direction sought with a large enough effect; inconclusive = small, poorly fitted or top-dose-only effect, or another doubt; inactive = no such curve, though single readings can be large; an effect the other way counts as inactive or inconclusive.

SMILES	S2 tox	Nrf2 ARE act	Nrf2 inh	MCF10A rereplic	ATXN2 expr inh	A549 tox	TGFb inhibitor	HepG2 viability	IL-1B inflam inh
COc1cc(C2C3C(C)N(C)C(=O)N(C)C3N(C)C(=O)N2C)ccc1O (stereo unspecified)	?	-0.6%	?	-6.1%	2.1%	3.0%	-0.1%	-3.6%	18.8
CCOc1ccccc1NC(=S)Nc1ccccc1F	?	2.0%	16.0%	?	2.0%	-2.0%	8.9%	-1.3%	37.8
O=C(O)CNC(=O)C1CCCN1C(=O)CNC(=O)OCc1ccccc1 (stereo unspecified)	i	0.1%	9.7%	-12.1%	2.2%	2.1%	14.8%	4.1%	-3.3
CCSc1nnc(COc2ccccc2)n1CC	i	-1.2%	-3.9%	1.1%	/	6.0%	-3.9%	11.3%	?
Cc1cc(C)cc(C(=O)NCC(=O)N2CCC3(CC2)NCCc2[nH]cnc23)c1	i	-0.1%	7.4%	-0.7%	3.3%	-0.3%	6.6%	12.9%	9.4
OCCn1c(CSc2nc3ccccc3n2CCO)nc2ccccc21	i	2.9%	7.2%	2.3%	0.0%	-5.6%	0.2%	-4.4%	11.3
O=C(N1CCOCC1)N1CCCC(c2nc(-c3cccs3)no2)C1 (stereo unspecified)	i	0.1%	-2.3%	2.4%	28.2%	2.2%	-13.7%	-3.4%	7.3
CCC(C)NC(=O)c1ccccc1NC(=O)Nc1ccccc1 (stereo unspecified)	i	-0.7%	6.2%	2.3%	3.0%	9.3%	-15.4%	3.9%	-0.6
O=C1CCC(C(=O)N2CCN(c3cnccn3)CC2)CN1CCc1cccc(F)c1 (stereo unspecified)	i	-0.5%	16.2%	3.7%	22.2%	1.3%	7.4%	3.1%	4.7
O=C(CNc1ccc(Br)cc1)NC(=O)NC1CCCCC1	i	2.4%	-23.6%	11.5%	1.1%	-14.3%	-9.1%	3.2%	-25.5
CCn1c(SCC(=O)c2ccccc2)nc2sc3c(c2c1=O)CCN(C)C3	i	5.5%	0.2%	-5.3%	-18.1%	4.8%	15.3%	-2.2%	-3.3
C[C@H](CO)N1C[C@H](C)[C@@H](CN(C)S(C)(=O)=O)Oc2c(NC(=O)Nc3ccc(C(F)(F)F)cc3)cccc2C1=O	i	4.5%	?	-1.4%	12.7%	-1.2%	-3.3%	-17.9%	-2.2
O=C(CSc1nc2[nH]c(=O)cc(O)c2s1)Nc1cccc(Br)c1	i	-0.8%	0.4%	19.7%	/	7.3%	9.7%	1.5%	-13.1
O=C1C=C(c2ccc(O)cc2)C[C@@H](c2ccc(Cl)cc2)C1	?	4.2%	2.5%	?	?	1.6%	-13.3%	-7.4%	-75.4*
O=C(NC1=NCCS1)c1cccc(F)c1	i	2.8%	1.4%	-23.5%	19.5%	4.1%	26.0%	20.9%	/
Cc1ccc2nc(SCC(=O)N(CC(C)C)c3c(N)n(Cc4ccccc4)c(=O)[nH]c3=O)[nH]c2c1	i	-0.6%	10.6%	-14.1%	-3.2%	7.9%	-19.3%	-31.5%	-4.5
CC(=O)NC(c1ccc(F)c(F)c1)c1nc(-c2ccccc2)cs1 (stereo unspecified)	i	4.1%	/	/	5.9%	/	16.6%	-19.2%	-4.9
CC(C)c1ccc(/C=C(\c2nc3ccccc3[nH]2)S(=O)(=O)c2ccccc2)cc1	?	?	?	2.59µM*	?	?	7.94µM*	10µM*	-103.3*
Cc1cccc(Nc2ncccc2C(=O)NCc2cccs2)c1C	i	0.1%	?	17.5%	-15.8%	0.0%	-10.0%	-25.7%	9.6
CC1(C)C2CCC1(C)C1(C2)NC(=O)c2ccccc2O1 (stereo unspecified)	i	2.8%	?	?	-1.8%	-7.9%	-11.7%	4.8%	68.4
CCCCCOC(=O)Cn1c(N2CCCCCC2)nc2c1c(=O)[nH]c(=O)n2C	i	0.3%	-21.1%	-8.3%	-0.9%	-12.7%	3.1%	3.3%	6.3
COc1ccc(S(=O)(=O)NCCS(=O)(=O)N2CCN(c3ccccc3)CC2)cc1C	i	2.6%	/	/	-14.3%	3.9%	?	0.2%	/
CCN(CC(=O)Nc1c(F)cccc1F)C(=O)CCCOc1ccccc1	i	-0.6%	-8.9%	-2.7%	-7.8%	1.5%	?	-54.0%	3.4
COc1ccc(NC(=O)C2Cc3ccccc3N2C(=O)c2ccccc2)c(OC)c1 (stereo unspecified)	i	4.3%	/	/	8.2%	-17.6%	-0.7%	-14.1%	/

Part of the list above, field by field:
Structure: CC(C)c1ccc(/C=C(\c2nc3ccccc3[nH]2)S(=O)(=O)c2ccccc2)cc1
- S2 tox: ?
- Nrf2 ARE act: ?
- Nrf2 inh: ?
- MCF10A rereplic: 2.59µM*
- ATXN2 expr inh: ?
- A549 tox: ?
- TGFb inhibitor: 7.94µM*
- HepG2 viability: 10µM*
- IL-1B inflam inh: -103.3*
Structure: Cc1cccc(Nc2ncccc2C(=O)NCc2cccs2)c1C
- S2 tox: i
- Nrf2 ARE act: 0.1%
- Nrf2 inh: ?
- MCF10A rereplic: 17.5%
- ATXN2 expr inh: -15.8%
- A549 tox: 0.0%
- TGFb inhibitor: -10.0%
- HepG2 viability: -25.7%
- IL-1B inflam inh: 9.6
Structure: CC1(C)C2CCC1(C)C1(C2)NC(=O)c2ccccc2O1 (stereo unspecified)
- S2 tox: i
- Nrf2 ARE act: 2.8%
- Nrf2 inh: ?
- MCF10A rereplic: ?
- ATXN2 expr inh: -1.8%
- A549 tox: -7.9%
- TGFb inhibitor: -11.7%
- HepG2 viability: 4.8%
- IL-1B inflam inh: 68.4
Structure: CCCCCOC(=O)Cn1c(N2CCCCCC2)nc2c1c(=O)[nH]c(=O)n2C
- S2 tox: i
- Nrf2 ARE act: 0.3%
- Nrf2 inh: -21.1%
- MCF10A rereplic: -8.3%
- ATXN2 expr inh: -0.9%
- A549 tox: -12.7%
- TGFb inhibitor: 3.1%
- HepG2 viability: 3.3%
- IL-1B inflam inh: 6.3

The list continues:
SMILES	S2 tox	Nrf2 ARE act	Nrf2 inh	MCF10A rereplic	ATXN2 expr inh	A549 tox	TGFb inhibitor	HepG2 viability	IL-1B inflam inh
N#Cc1ccc(CN2CCN(C(=O)c3ccccc3)CC2)c(Cl)c1	i	-0.4%	?	-0.1%	-8.7%	-4.4%	21.4%	-15.9%	-6.2
COc1ccc(S(=O)(=O)N2CCC(C(=O)NC(C)CCc3ccccc3)CC2)cc1 (stereo unspecified)	i	2.6%	?	-20.1%	3.1%	-8.5%	0.5%	-32.0%	/
Cc1ccc(S(=O)(=O)/N=C2/NC(=O)/C(=C/c3ccccc3)S2)cc1	i	10.3%	-13.8%	?	7.1%	-9.4%	?	-17.0%	37.6
COc1ccc(C(=O)NCCNC(=O)c2cnccn2)cc1	i	-0.8%	-5.4%	-1.3%	7.1%	-1.3%	-16.5%	-3.3%	21.3
CCOC(=O)C1C(c2ccc(Cl)cc2)NC(=S)NC1(O)C(F)(F)F (stereo unspecified)	i	-0.1%	-23.6%	7.7%	2.1%	-1.1%	-22.0%	-2.0%	-12.5
COc1ccc2c(C)cc(SCC(=O)NCCN3C(=O)CSC3=O)nc2c1	i	0.3%[9.22 µM]	12.2%	2.3%	4.9%	0.3%	-9.2%	-1.1%	14.8
O=C(O)CCSc1nnc(CNc2ccc(Cl)cc2)n1Cc1ccccc1	/	0.1%	5.4%	1.5%	-11.0%	-4.4%	0.9%	2.3%	17.8
CCN1CCN(Cc2c(O)ccc3c2O/C(=C\c2ccccc2)C3=O)CC1	/	3.1%	6.6%	-5.4%	-6.8%	5.8%	11.9%	-3.6%	-5.1
Cc1cc(C)cc(N(CC(=O)NC(C)(C)C)C(=O)CCC(=O)Nc2ccccn2)c1	i	0.1%	-16.1%	-7.5%	/	0.1%	5.6%	10.1%	1.5
CCCCSCCCNC(=O)CCCN1C(=O)c2ccccc2Sc2ncccc21	i	-1.2%	-1.4%	3.7%	-21.0%	-2.0%	-28.3%	-53.3%	-23.5
O=C(COC(=O)Cc1ccc([N+](=O)[O-])cc1)NCc1ccc2c(c1)OCO2	i	-0.4%	6.3%	-4.4%	4.4%	0.1%	3.4%	1.9%	13.6
COc1cc2c(cc1NC(=O)c1cccc(F)c1)CCCC2	i	?	15.6%	21.5%	13.4%	22.2%	-7.4%	-11.7%	-2.6
CN(Cc1ccon1)C(=O)c1ccc2nc(Cc3cccc(Cl)c3)oc2c1	i	-0.1%	-24.8%	2.8%	-6.8%	9.1%	-18.1%	2.6%	1.1
CCN(CC)c1ccc(/C=N/OCC(=O)Nc2cccc(C)c2)cc1	i	0.3%	-12.6%	20.0%	12.5%	13.3%	-1.2%	-16.6%	-5.3
CCC(Sc1nnc2c3ccccc3n(CC)c2n1)C(=O)Nc1sc2c(c1C#N)CCCC2 (stereo unspecified)	i	0.0%	0.2%	?	-20.7%	-3.3%	12.0%	-13.8%	20.1
COc1cc(CN2CCCC(C(=O)c3ccc(SC)cc3)C2)cc(Cl)c1O (stereo unspecified)	i	11.7%	?	?	-18.5%	18.1%	14.9%	5.4%	-21.2
Nc1nc2sc3c(c2c(=O)s1)CCCC3	i	3.3%	12.8%	/	37.0%	-10.9%	0.6%	-35.9%	14.4
CN(C)c1ccc(S(=O)(=O)NCC(=O)OCC(=O)Nc2cccc(Cl)c2)cc1[N+](=O)[O-]	i	-0.7%	-24.0%	4.7%	3.8%	-13.1%	6.4%	4.9%	-4.3
